Source: PubChem
MC4R antagonist = MC4R antagonists of cAMP signaling, primary screen, cell-based, TR-FRET, antagonist arm of biased-ligand search; MC4R-expressing cells, MTII-stimulated cAMP, LANCE TR-FRET; AID 540295, 2011; actives 0.48% (n = 360,000); inhibition, % at 6.5 µM;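 active = inhibition above its plate's cutoff, the mean of tested wells on that plate plus 3 SD, cut at about 29% in these data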;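 note: 0% = Melanotan II alone and 100% = Melanotan II plus saturating MCL0020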
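System – human MC4R-expressing U2OS cells · Also added – Melanotan II · Dosing – one concentration, 6.5 µM nominal · Timing – 30-min compound, 1-h challenge, 1-h detection, room temperature · Measured by – Eu-cAMP/anti-cAMP TR-FRET, emission 671 nm · Replicates – singlicate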
ABCB6 inh 2 = ABCB6 transporter inhibitors, primary screen, K562-ABCB6 cells, flow cytometry, MLPCN library | ATP-binding cassette sub-family B member 6 (Homo sapiens), Q9NP58 | K562-ABCB6 porphyrin accumulation, 1 h; active compounds read low | fluorescence ratio to DMSO, % at 10 µM | actives 0.19% (n = 360,000) | AID 602162, 2011;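 active = fluorescence ratio to DMSO below 75%, the collection mean minus 3 SD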;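 note: signal is porphyrin accumulated inside mitochondria; 100% equals median channel fluorescence of DMSO control wells; lower ratio means ABCB6 inhibition with less porphyrin fluorescence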
NOD2 RIPK2 PPI = NOD2-RIPK2 binding disruptors in cells, primary screen, fluorescence, CHO cells, BLA complementation; Receptor-interacting serine/threonine-protein kinase 2 (Homo sapiens), O43353; CCF4 ratio; inhibition, % at 4.98 µM; actives 0.38% (n = 360,000); AID 624267, 2012; in the data active = inhibition above about 21%;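 note: 0% = vehicle only and 100% = reference blocker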
MC4R ag barr = MC4R agonists recruiting beta-arrestin, primary screen, cell-based, luminescence, agonist arm of biased-ligand search; AID 540308, 2011; actives 0.98% (n = 360,000); U2OS MC4R beta-arrestin complementation; percent of melanotan II response, DMSO zero; Melanocortin receptor 4 (Homo sapiens), P32245; activation, % at 8.9 µM;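 active = activation above a per-plate cutoff, the mean activation of sample wells on that plate plus 3 SD, cut at about 8% in these data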
TLR9-MyD88 inh = inhibitors of TLR9-MyD88 association in cells, primary screen, cell-based, CHO, BLA complementation, fluorescence; inhibition, % at 4.98 µM; Toll-like receptor 9 (Homo sapiens) + Myeloid differentiation primary response protein …; actives 0.21% (n = 340,000); CCF4 FRET ratio;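 active = inhibition above the mean over all tested compounds plus 3 SD, cut at about 21% in these data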;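 note: 0% = DMSO only wells and 100% = clavulanate BLA inhibitor control wells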
Target sequence (Q99836 whole entry, looked up): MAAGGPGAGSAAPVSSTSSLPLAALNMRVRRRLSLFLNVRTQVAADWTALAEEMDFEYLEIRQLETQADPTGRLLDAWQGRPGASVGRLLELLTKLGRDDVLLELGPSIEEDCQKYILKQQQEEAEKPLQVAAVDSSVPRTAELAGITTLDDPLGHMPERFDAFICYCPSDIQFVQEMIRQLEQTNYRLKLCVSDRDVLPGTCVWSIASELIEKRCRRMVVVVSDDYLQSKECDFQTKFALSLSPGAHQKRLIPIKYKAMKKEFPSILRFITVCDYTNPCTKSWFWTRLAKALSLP
Target sequence (Q9NR96 whole entry, looked up): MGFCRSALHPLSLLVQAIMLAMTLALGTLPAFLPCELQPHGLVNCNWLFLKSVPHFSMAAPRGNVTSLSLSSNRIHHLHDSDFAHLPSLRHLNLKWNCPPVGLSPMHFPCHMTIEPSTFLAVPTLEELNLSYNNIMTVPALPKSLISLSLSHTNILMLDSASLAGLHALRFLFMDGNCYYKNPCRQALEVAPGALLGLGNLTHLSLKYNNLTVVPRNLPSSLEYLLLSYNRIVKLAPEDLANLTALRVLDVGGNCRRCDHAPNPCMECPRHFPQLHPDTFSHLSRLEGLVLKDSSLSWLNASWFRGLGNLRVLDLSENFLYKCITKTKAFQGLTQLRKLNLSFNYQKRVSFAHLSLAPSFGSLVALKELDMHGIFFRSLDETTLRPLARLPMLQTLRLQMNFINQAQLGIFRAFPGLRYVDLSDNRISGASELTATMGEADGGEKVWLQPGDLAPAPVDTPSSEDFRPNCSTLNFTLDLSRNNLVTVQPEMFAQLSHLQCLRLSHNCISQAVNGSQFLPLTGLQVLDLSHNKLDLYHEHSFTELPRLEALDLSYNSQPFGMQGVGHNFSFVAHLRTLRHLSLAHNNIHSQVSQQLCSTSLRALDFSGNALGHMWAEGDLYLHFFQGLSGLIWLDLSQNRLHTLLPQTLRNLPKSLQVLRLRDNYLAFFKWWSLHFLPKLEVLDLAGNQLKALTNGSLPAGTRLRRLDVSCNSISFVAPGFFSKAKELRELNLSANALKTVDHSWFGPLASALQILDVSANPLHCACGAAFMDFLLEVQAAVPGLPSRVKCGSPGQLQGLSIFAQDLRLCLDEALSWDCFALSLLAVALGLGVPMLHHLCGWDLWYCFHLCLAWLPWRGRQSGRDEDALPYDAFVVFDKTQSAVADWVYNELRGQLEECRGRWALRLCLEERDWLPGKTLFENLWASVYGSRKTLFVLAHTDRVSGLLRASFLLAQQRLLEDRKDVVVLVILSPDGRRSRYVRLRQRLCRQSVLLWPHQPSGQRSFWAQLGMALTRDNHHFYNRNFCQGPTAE
Granule exo inh = LAMP-1 surface exposure blockers, TALL-104 cells – cell-based, flow cytometry, MLPCN library, primary screen; TALL-104 LAMP-1 surface exposure; cells stimulated with thapsigargin and PMA; inhibition, % at 10 µM; actives 0.66% (n = 360,000); AID 651702, 2012;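 active = inhibition above about 55%, limit read from the data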
ABHD5-PLIN5 inh = ABHD5-PLIN5 interaction inhibitors, primary screen, cell lysate, split luciferase complementation, luminescence. Split G. princeps luciferase complementation, 4 h. actives 0.78% (n = 360,000). inhibition, % at 4 µM;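 active = inhibition above the mean inhibition across every tested compound plus 3 SD, cut at about 22% in these data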;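 note: 0% = DMSO only wells and the 100% control is not disclosed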
Vif inh = HIV Vif self-association inhibitors, primary screen, imaging, HEK293T, single point | actives 0.35% (n = 340,000) | AID 602346, 2012 | HEK293T cells, Vif self-association by quenched fluorescence, 24 h | inhibition, % at 7.49 µM; in the data active = inhibition above about 50%, passing the limit was not always enough; note: some results filed as inactive read as strong as hits
Glyco luc inh = increase of ERlucT glycosylation luciferase signal, primary screen, N-linked glycosylation inhibitor project, D54 ERlucT cells, luminescence, set 2; D54 ERlucT glycosylation luciferase reporter, 24 h; percent of 100 nM tunicamycin response; reporter increase, % at 12.5 µM; actives 0.23% (n = 360,000); AID 588692, 2011;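 active = mean luciferase reporter signal, scaled so untreated is 0 and the glycosylation-blocking control 100, at or above a set limit in every replicate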;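 note: luciferase carries N-glycosylation sites so blocking glycosylation raises the light; 0% = median of neutral control wells and 100% = median of 100 nM tunicamycin wells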
aDG glyco up = activators of alpha-DG glycosylation, primary screen, uHTS, Pro5-aDG cells, AlphaScreen; alpha-DG glycosylation AlphaScreen (IIH6); 0% Pro5, 100% B10-LARGE cell signal; activation, % at 10 µM; actives 0.22% (n = 360,000);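 active = activation of at least 8% versus controls, or a plate z-score of at least 8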;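 note: Pro5 are CHO cells carrying HIG-tagged alpha-DG that lacks glycosylation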
Starred values were filed as active, the others as inactive; · = not tested or not shown.

SMILES	MC4R antagonist	ABCB6 inh 2	NOD2 RIPK2 PPI	MC4R ag barr	TLR9-MyD88 inh	Granule exo inh	ABHD5-PLIN5 inh	Vif inh	Glyco luc inh	aDG glyco up
Cc1ccc(S(=O)(=O)c2cc3c(=O)n4cccc(C)c4nc3n(Cc3ccncc3)c2=N)cc1	1	101	-10	-1.1	15	-4	2	14	4	0.1
CCN(CCCNC(=O)COc1cc(=O)n(CC)c2ccccc12)c1ccccc1	4	92	18	0.9	0	-1	-3	20	10	0.3
C#CCNC(=O)C1=C[C@H](c2cn(C(C)=O)c3ccccc23)[C@@H](CCCO)[C@H](OCC)O1	8	99	1	0.2	-9	-5	1	·	2	-0.1
Cc1ccccc1OCC(=O)N(Cc1cccs1)C1CCS(=O)(=O)C1 (stereo not given)	-2	94	-2	-1.5	0	1	0	10	-1	-0.1
CC(=O)c1ccccc1NC(=O)COC(=O)CCC1CCCC1	3	102	-5	4.7	-10	7	14	-2	1	0.0
CCC(=O)N1CCc2cc(Br)cc(S(=O)(=O)NCC3CCCO3)c21 (stereo not given)	3	99	1	-1.2	-14	-1	0	-4	0	-0.1
COc1ccc(C(=O)c2ccc(-c3ccc(OC)cc3)nc2)cc1	3	98	-21	-1.7	4	-7	-15	-3	2	0.0
CCC(C(=O)Nc1cccc(C(F)(F)F)c1)c1ccccc1 (stereo not given)	3	105	-5	4.7	-1	15	-8	-6	-4	0.0
NNc1nc2ccccc2c(=O)n1Cc1ccccc1	5	99	4	2.1	-10	-9	-3	3	-1	0.1
CCOC(=O)N1CCN(S(=O)(=O)c2ccc(-n3cnnn3)cc2)CC1	2	90	7	-1.1	-2	0	0	-8	0	0.7
COc1ccccc1N1CCN(C(=O)COc2ccc(Cl)cc2Br)CC1	-2	95	-1	0.7	-2	-1	8	·	5	0.2
COc1ccc(NC(=O)c2ccc(-n3cccn3)nc2)c(OC)c1	9	98	1	-1.9	-4	-1	3	1	0	-0.2
O=C(C(Cl)c1ccccc1)N1CCCC1 (stereo not given)	-2	167	2	-0.5	-2	-3	-10	7	-2	0.2
Cc1ccccc1Nc1nnc(-c2ccc(C(=O)NCCO)cc2)c2ccccc12	3	100	-7	0.8	7	3	-5	2	-5	0.0
Cc1cc(C)nc(N2C(=O)CC(Cc3ccc(Cl)cc3)C2=O)n1 (stereo not given)	-2	98	-2	-1.3	-2	-2	-3	-3	2	-0.3

Taken from above:
Result for Cc1cc(C)nc(N2C(=O)CC(Cc3ccc(Cl)cc3)C2=O)n1 (stereo not given) in Vif inh: -3
Result for CCC(=O)N1CCc2cc(Br)cc(S(=O)(=O)NCC3CCCO3)c21 (stereo not given) in MC4R antagonist: 3
Result for CCC(C(=O)Nc1cccc(C(F)(F)F)c1)c1ccccc1 (stereo not given) in Granule exo inh: 15

New compounds follow
SMILES	MC4R antagonist	ABCB6 inh 2	NOD2 RIPK2 PPI	MC4R ag barr	TLR9-MyD88 inh	Granule exo inh	ABHD5-PLIN5 inh	Vif inh	Glyco luc inh	aDG glyco up
Cc1ccccc1-c1cc2nc(Oc3cccc4ccccc34)n(C)c(=O)c2s1	13	99	3	-0.5	·	3	-3	-9	3	-0.1
Cc1nccn1CCOc1ccc(Cl)cc1	0	100	-8	-1.4	-5	0	11	9	0	1.7
CC(C(=O)N(C)Cc1ccccc1)N1CCN(C/C=C/c2ccccc2)CC1 (stereo not given)	8	103	-15	0.1	-5	2	-1	-1	-3	0.3
Cc1cccc(NC(=O)c2ccc3c(Cl)c4c(nc3c2)CCCC4)n1	-2	98	-5	-0.6	-1	10	0	2	-16	0.5
COc1ccc(OC)c(CNC(=O)C2CCC(=O)N2C(C)C)c1 (stereo not given)	6	97	-4	-3.2	3	11	0	19	0	0.0
COc1cc(C(=O)NNC(=O)c2ccc(NC(=O)C(C)(C)C)cc2)cc(OC)c1OC	6	95	-4	1.2	-2	0	6	-2	6	0.5
O=C1N=C(N2CCCCC2)S/C1=C/C1=Cc2ccccc2OC1	-4	99	3	-0.9	6	0	0	1	0	-0.1
Cc1ccc(C)c2c(SC(C)C(=O)NCc3ccco3)nc(-c3ccccc3)nc12 (stereo not given)	22	102	2	-2.1	-1	0	4	0	1	0.2
COc1ccc(-c2nnc(N3CCCCC3)c3ccccc23)cc1	6	94	-7	1.6	-7	0	0	-2	-6	0.5
CCc1ccc(C(=O)NC(=S)Nc2ccc(N3CCOCC3)cc2)cc1	19	91	4	-0.6	12	-6	-2	-3	-4	-0.1
CCOC(=O)N1CCN(CC(=O)c2ccc3c(c2)CCN3)CC1	1	100	-1	0.8	0	-1	-1	-13	-1	0.0
O=C1C(=O)N(CCN2CCOCC2)C(c2ccccc2F)/C1=C(\O)c1ccc(S(=O)(=O)N2CCOCC2)cc1 (stereo not given)	-2	96	-6	-1.6	2	-2	-2	1	-2	0.0
CC(C)Cn1c(N)c(C(=O)CSc2nc3ncc(Cl)cc3[nH]2)c(=O)n(C)c1=O	7	90	-6	-2.5	8	7	-1	-17	2	0.4
COc1ccc(-n2ccnc(SCC(=O)NC3CCCCC3)c2=O)cc1	6	94	-8	-2.4	13	-2	-4	2	-2	-0.1
COc1ccc(CNC(=O)[C@H](C)NC(=O)C2CCN(S(=O)(=O)c3ccc(C)cc3)CC2)cc1	4	92	-4	-1.4	-4	0	2	32	-1	-0.1
O=C(N/N=C\c1ccc(Br)cc1)c1ccc(Cn2cccn2)o1	15	104	-3	-0.8	-12	1	-2	0	0	0.1
O=c1[nH]nc(SCc2nc3ccccc3s2)n1C1CC1	-1	105	-2	-4.3	-14	-1	-1	4	1	-0.3
O=C(c1ccco1)N1CCCC(c2ccccc2)C1 (stereo not given)	13	99	0	-0.5	1	-3	3	·	1	0.0
Clc1ccc(CSc2nnc3ccccn23)c(Cl)c1	-3	104	-8	1.0	-9	-6	3	-2	2	-0.4
Cc1ccc(-c2cc(C(F)(F)F)n3nc(C(=O)Nc4ccon4)cc3n2)cc1C	4	97	-14	-1.1	-2	-6	-5	2	-3	0.0
O=C(NCc1cccc(CNC(=O)C(=O)NCC2CCCO2)c1)C(=O)NCC1CCCO1 (stereo not given)	9	105	-7	-0.7	·	-6	2	-9	1	-0.3
Cc1ccc(C)c(Oc2ccc(S(=O)(=O)N3CCN(C)CC3)cn2)c1	3	100	0	-2.6	-1	-3	-7	-1	-4	0.0
c1cnn(-c2nc(N3CCOCC3)nc(N3CCOCC3)n2)c1	2	95	-8	-1.8	-3	-1	-5	-1	-3	0.0
O=C(OCc1nc2scc(-c3ccccc3)c2c(=O)[nH]1)c1cc([N+](=O)[O-])ccc1Cl	17	94	5	-4.4	-6	-4	-7	-5	2	-0.1
O=C(c1cc2n(n1)C(C(F)(F)F)CC(c1ccc(F)cc1)N2)N1CCCC1 (stereo not given)	12	95	-6	-2.2	-7	-4	3	-2	0	0.2
O=c1cc(CSc2ccccc2)nc(-c2ccccc2)[nH]1	-1	103	-14	-0.7	·	2	-7	12	1	-0.2
COC(=O)c1ccc(NC(=S)NNC(=O)c2ccccc2)cc1	-1	95	4	-1.1	1	-2	-5	6	0	-0.3
O=C(CNC1CCCCC1)Nc1cccc([N+](=O)[O-])c1	4	100	-5	-0.2	0	-6	-1	19	0	0.0
COc1cc2c(cc1OC)C(COc1ccc(C(C)C)cc1)NCC2 (stereo not given)	2	94	2	-2.0	-1	1	1	-15	3	0.8
CCOC(=O)C1(Cc2ccc(OC)cc2)CCN(C(=O)c2csc(C)n2)CC1	4	98	-6	-1.0	2	1	-2	-6	0	-0.1

Rewritten with values ahead of the structure: part of the list above.
| MC4R antagonist | ABCB6 inh 2 | NOD2 RIPK2 PPI | MC4R ag barr | TLR9-MyD88 inh | Granule exo inh | ABHD5-PLIN5 inh | Vif inh | Glyco luc inh | aDG glyco up | molecule |
| --- | --- | --- | --- | --- | --- | --- | --- | --- | --- | --- |
| 4 | 97 | -14 | -1.1 | -2 | -6 | -5 | 2 | -3 | 0.0 | Cc1ccc(-c2cc(C(F)(F)F)n3nc(C(=O)Nc4ccon4)cc3n2)cc1C |
| -1 | 105 | -2 | -4.3 | -14 | -1 | -1 | 4 | 1 | -0.3 | O=c1[nH]nc(SCc2nc3ccccc3s2)n1C1CC1 |

6 consecutive compounds from above, for reference:
SMILES	MC4R antagonist	ABCB6 inh 2	NOD2 RIPK2 PPI	MC4R ag barr	TLR9-MyD88 inh	Granule exo inh	ABHD5-PLIN5 inh	Vif inh	Glyco luc inh	aDG glyco up
O=C(c1cc2n(n1)C(C(F)(F)F)CC(c1ccc(F)cc1)N2)N1CCCC1 (stereo not given)	12	95	-6	-2.2	-7	-4	3	-2	0	0.2
O=c1cc(CSc2ccccc2)nc(-c2ccccc2)[nH]1	-1	103	-14	-0.7	·	2	-7	12	1	-0.2
COC(=O)c1ccc(NC(=S)NNC(=O)c2ccccc2)cc1	-1	95	4	-1.1	1	-2	-5	6	0	-0.3
O=C(CNC1CCCCC1)Nc1cccc([N+](=O)[O-])c1	4	100	-5	-0.2	0	-6	-1	19	0	0.0
COc1cc2c(cc1OC)C(COc1ccc(C(C)C)cc1)NCC2 (stereo not given)	2	94	2	-2.0	-1	1	1	-15	3	0.8
CCOC(=O)C1(Cc2ccc(OC)cc2)CCN(C(=O)c2csc(C)n2)CC1	4	98	-6	-1.0	2	1	-2	-6	0	-0.1

Next compounds follow.
SMILES	MC4R antagonist	ABCB6 inh 2	NOD2 RIPK2 PPI	MC4R ag barr	TLR9-MyD88 inh	Granule exo inh	ABHD5-PLIN5 inh	Vif inh	Glyco luc inh	aDG glyco up
CCc1nnc(NC(=O)CSc2nnc(C)n2-c2ccc(C)cc2)s1	0	104	3	1.1	-4	0	9	-9	1	1.6
CN(C)C(=O)NC(Nc1cccc([N+](=O)[O-])c1)C(Cl)(Cl)Cl (stereo not given)	7	97	-2	-2.5	-2	3	-3	2	2	-0.4
Fc1ccc(CNC(=S)Nc2ccccc2Cl)cc1	19	98	4	-1.3	-5	-4	0	6	1	-0.2
CS(=O)(=O)c1ccc(NS(=O)(=O)c2ccc(Cl)c(C(=O)NC3=NCCS3)c2)cc1	11	107	1	-0.5	-9	-2	0	0	-1	-0.3
COc1ccc(CCNC(=O)c2ccc(CN3CCC(Cc4ccccc4)CC3)cc2)cc1OC	5	98	3	1.0	-11	-7	4	-10	-4	1.7
Cc1ccc(C)c(S(=O)(=O)NCC(c2ccco2)N2CCc3ccccc3C2)c1 (stereo not given)	11	101	-10	-0.3	3	-14	-11	0	-1	0.0
O=C(NCCCN1CCCC1=O)NC12CC3CC(CC(C3)C1)C2	4	98	-14	0.9	-4	-3	-2	·	0	-0.2

Not all compounds are listed (hit frequency here may not be typical).
